EPAC2 ag: agonists of human EPAC2 (RAPGEF4); EPAC2 activation, biochemical qHTS; response scale: 100% = 6.5 mM cAMP response; Potency, µM (doses to about 154 µM), without a hit: top-dose activation, actives largely listed as activators; 0.079% of 360,000 active; note: potency is the fitted concentration of half-maximal effect; nearly all actives have a fitted effect of over 50% in size
Target sequence (Q8WZA2 whole entry, looked up): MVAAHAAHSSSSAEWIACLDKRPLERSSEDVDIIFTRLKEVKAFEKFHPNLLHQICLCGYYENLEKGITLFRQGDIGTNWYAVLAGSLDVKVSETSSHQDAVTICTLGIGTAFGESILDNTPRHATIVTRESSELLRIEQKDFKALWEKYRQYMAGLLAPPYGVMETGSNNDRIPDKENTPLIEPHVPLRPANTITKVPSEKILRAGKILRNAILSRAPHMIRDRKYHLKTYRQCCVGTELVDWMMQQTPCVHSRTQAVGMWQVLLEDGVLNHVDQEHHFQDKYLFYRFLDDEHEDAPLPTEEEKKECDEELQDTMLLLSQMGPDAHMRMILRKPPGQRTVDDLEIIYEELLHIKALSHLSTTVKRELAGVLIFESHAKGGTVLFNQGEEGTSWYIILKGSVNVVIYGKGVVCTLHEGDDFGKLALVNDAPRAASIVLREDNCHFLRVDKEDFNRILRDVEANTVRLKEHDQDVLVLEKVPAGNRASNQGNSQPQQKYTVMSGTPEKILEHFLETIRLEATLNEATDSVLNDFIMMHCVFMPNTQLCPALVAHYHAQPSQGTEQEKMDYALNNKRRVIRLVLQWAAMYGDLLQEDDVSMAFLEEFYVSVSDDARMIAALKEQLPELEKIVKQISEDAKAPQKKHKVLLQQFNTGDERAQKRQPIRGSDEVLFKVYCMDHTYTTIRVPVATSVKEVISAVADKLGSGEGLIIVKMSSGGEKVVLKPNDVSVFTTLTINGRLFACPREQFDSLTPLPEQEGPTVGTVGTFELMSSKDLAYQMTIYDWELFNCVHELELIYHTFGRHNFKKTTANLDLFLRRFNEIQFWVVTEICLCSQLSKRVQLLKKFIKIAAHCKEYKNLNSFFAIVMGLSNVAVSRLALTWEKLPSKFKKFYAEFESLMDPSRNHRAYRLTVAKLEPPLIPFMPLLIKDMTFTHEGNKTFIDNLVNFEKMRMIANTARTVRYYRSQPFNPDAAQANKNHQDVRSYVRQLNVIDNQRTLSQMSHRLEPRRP
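Exchange assay: 100 nM EPAC2 with 250 nM Rap1B-BODIPY-GDP and 50 uM GDP. Fluorescence (ex 480/em 540 nm) read every 5 min for 30 min at room temperature. Data normalized to 6.5 mM cAMP as agonist control.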
IL-2 act: IL-2 activation. activation, % (series mostly up to about 46 µM). IL-2 activation reporter assay, cell-based qHTS; stimulated with anti-CD3/CD4/CD28 beads; in transgenic mouse T cells. AID 652025. 0.065% of 360,000 active; in the data active = activation above about 50%; inconclusive = mostly about 30% to 49%; note: 0% is about no effect
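EGFP and DsRed fluorescence is measured by plate cytometry in unstimulated transgenic mouse T cells exposed to compound for 60 minutes, then stimulated 18 hours at 37 degrees C with anti-CD3/anti-CD4 beads plus anti-CD28.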
Nrf2 inh: blocks Nrf2 signaling | A549 ARE-Fluc reporter, luciferase luminescence, 18-24 h | 2.1% of 360,000 active | Potency, µM (titrated, usually from 46 µM), for the others: top-dose activity change, negative = inhibition, usual class: inhibitors; note: potency is the fitted concentration of half-maximal effect; % is set by controls: 0 for no effect and ±100 for the full control effect; nearly all actives have a fitted effect of over 60% in size
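Quantitative HTS in A549 cells stably bearing an antioxidant response element-firefly luciferase construct. Inhibition of Nrf2-driven transcription was scored by luminescence after 18-24 h of compound exposure at 37 °C.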
Nrf2 ARE act: activators of Nrf2 (ARE) signaling | 0.31% of 410,000 active | AREc32 ARE-luciferase reporter (MCF7-derived line), luminescence, 24 h | Potency, µM (titrated, usually from 46.1 µM), inactives show at the top dose activation, actives largely listed as activators; note: potency is the fitted concentration of half-maximal effect; % of control where 0% means no effect; nearly all actives have a fitted effect of over 65% in size
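ARE activation measured as luciferase luminescence (Steady-Glo, 30 min RT) in AREc32_Fluc cells after 24 hr compound exposure at 37 deg C, 5% CO2; cells seeded overnight at 1000/well in OPTI-MEM, 5% FBS.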
A549 viability: counter-screen for Nrf2 inhibitors: cytotoxicity in A549 cells; AID 504648; Potency, µM (doses to about 46 µM), without a hit: at the highest dose activity change, negative = cytotoxicity, usual class: inhibitors; A549 ARE-Fluc cells, CellTiter-Fluor viability, 18-24 h; 0.16% of 390,000 active; note: potency is the fitted concentration of half-maximal effect; % is set by controls: 0 for no effect and ±100 for the full control effect
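A549 ARE_Fluc cells in 5% FBS OPTI-MEM were exposed to compounds in concentration-response for 18-24 h at 37 deg C. Viability was read by CellTiter-Fluor fluorescence (Ex 405/Em 525) after 30 min, before the luciferase read.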
ATXN viability: cell viability loss in ATXN counter-screen. Potency, µM (top dose mostly 56.7 µM), usual class: cytotoxic. S2 cells (HEK-293 line with an ATXN2-luciferase reporter) viability, CellTiter-Fluor protease fluorescence, 24 h. 0.49% of 400,000 active; note: potency is the fitted concentration of half-maximal effect; nearly all actives have a fitted effect of over 40% in size
TGFb SMAD3 inh: blocks TGF-b signaling | HepG2 CAGA-GFP TGF-b/SMAD3 reporter, GFP fluorescence, 18 h; TGF-beta stimulated, 500 pg/mL final | Potency, µM (doses to about 46.1 µM), for inactives: at the highest dose activity, negative = inhibition, most hits filed as inhibitors | 1.2% of 410,000 active; note: potency is the fitted concentration of half-maximal effect; % is set by controls: 0 for no effect and ±100 for the full control effect; nearly all actives have a fitted effect of over 65% in size
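GFP signal (ex488/em500-530) from TGF-beta-stimulated HEPG2 CAGA-GFP cells, 500 pg/mL final, 18 h at 37 degrees C in DMEM plus 1% FBS, normalized to unstimulated and DMSO-stimulated controls.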
HepG2 tox: counter-screen for TGF-b inhibitors: cytotoxicity in HepG2 cells | HepG2 CAGA-GFP viability, ATP luminescence, 18 h | AID 588856 | 0.76% of 410,000 active | Potency, µM (doses to about 46.1 µM), inactives show at the top dose activity change, negative = cytotoxicity, most hits filed as cytotoxic; note: potency is the fitted concentration of half-maximal effect; some results filed as inactive show a strong effect at the top dose
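CellTiter-Glo luminescence gave cytotoxicity after 18 hours at 37 degrees C. The cells were HepG2 CAGA-GFP in 1% FBS DMEM, stimulated with 500 pg/mL TGF-beta after compound addition. %Activity was normalised to no-cell wells (complete cell-killing) and DMSO (no toxicity), and curves were fitted and classified.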
ATXN2 expr inh: reduces ATXN2 reporter expression in HEK-293 cells | AID 1745845 | HEK-293 ATXN2-luciferase reporter, luminescence, 24 h | Potency, µM (titrated, usually from 57 µM), for inactives: top-dose activity change, negative = inhibition, usual class: inhibitors | 0.72% of 360,000 active; note: potency is the fitted concentration of half-maximal effect; % is set by controls: 0 for no effect and ±100 for the full control effect; nearly all actives have a fitted effect of over 55% in size
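qHTS (up to 57 uM final) was run with 24 h compound exposure of reporter cells at 37 °C. Each well was multiplexed: SteadyGlo luminescence measured ATXN2-luciferase expression after a fluorogenic Gly-Phe-AFC viability readout (25 uM final).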
Numbers without * were called inactive; i = inactive; u = inconclusive; x = no result given; [ ] = dose if it differs, or a comment. Unless noted, calls come from the whole dose curve; as a rule, active = well fitted curve in the direction sought with a large enough effect; inconclusive = small, poorly fitted or top-dose-only effect, or another doubt; inactive = no such curve, though single readings can be large; an effect the other way counts as inactive or inconclusive.

SMILES | EPAC2 ag | IL-2 act | Nrf2 inh | Nrf2 ARE act | A549 viability | ATXN viability | TGFb SMAD3 inh | HepG2 tox | ATXN2 expr inh
Cc1cccc(C(=O)NCCNC(=O)c2ccco2)c1 | 12% | -0.5 | -12% | 4.1% | 6% | i | 7% | -13% | 3%
Cc1cc(Nc2ccc(C)c(Cl)c2)n2nc(Cc3ccccc3)nc2n1 | x | x | u | 0.4% | -15% | i | u | -19% | -3%
NS(=O)(=O)c1ccc(CCNC(=S)Nc2ccc(S(N)(=O)=O)cc2)cc1 | -11% | -0.6 | 8% | 1.9%[9.22 µM] | 6% | i | u | -12% | 5%
Cc1nc2cc(-c3cccc(F)c3)nn2c(N2CCN(C(=O)c3ccco3)CC2)c1C | 0%[15.6 µM] | -0.7 | 14% | 13µM* | -1% | i | -6% | 0% | 7%
O=S(=O)(Nc1ccc(O)c(Sc2nc3ccccc3s2)c1)c1cc(Cl)ccc1Cl | x | x | 9% | 4.3% | -2% | i | u | -35% | -4%
COc1ccc(-c2nn(C)c3sc(C(=O)Nc4cc(OC)c(OC)c(OC)c4)cc23)cc1OC | x | x | 23µM* | 4.1% | u | x | 0% | -21% | x
COc1cccc(-n2nc(C(C)=O)c(C#N)c2-c2ccco2)c1 | 5% | -1.6 | 11% | 0.2% | 2% | i | -1% | -5% | -7%
COCCCNC(=S)NC1CC2CCCC(C1)N2Cc1ccco1 (centres undefined) | 11% | -2.2 | 1% | -0.2% | 11% | i | 6% | -11% | 2%
Cc1ccc(NC(=O)c2cc(-c3cccs3)on2)cc1 | -2% | 1.5 | 8% | 2.9% | 0% | i | -25% | -5% | 43%[activator]
O=C(O)/C=C/C(O)c1ccc(Cl)cc1 (centres undefined) | 10% | 0.7 | 11% | 0.1% | -1% | i | 3% | 15% | 2%
CCn1c(SCC(=O)c2cccs2)nnc1-c1ccco1 | 9% | -1.7 | 22% | 0.1% | 3% | i | -11% | -2% | 75%[activator]
O=C(Nc1ccccc1)c1ccc(Br)c(S(=O)(=O)Nc2ccccn2)c1 | -4% | 2.9 | 13% | 0.1% | -8% | u | -7% | 1% | 6%
COc1ccc(C)cc1NS(=O)(=O)c1ccc2c(c1)oc(=O)n2C | 15% | 0.8 | 11% | 0.1% | 10% | i | -15% | 1% | 8%
CN1CCN(C(=O)c2ccc3c(c2)N(Cc2ccccc2F)C(=O)c2ccccc2S3=O)CC1 (centres undefined) | 2% | -3.9 | -10% | 1.1% | -9% | i | 0% | -17% | -18%
Cc1cc(Br)ccc1NC(=O)c1cn(C2CCCC2)c(=O)c2c1c1ccccc1n2C | x | x | u | -0.4% | 0% | x | u | -2% | x
Cc1nc2ccccc2n1CC(=O)c1ccc(O)c(O)c1 | 16% | 0.9 | -14% | 0.1% | 2% | i | -8% | -15% | 8%
CSCCC(=O)N1CCCC(N2CCN(c3cccc(C(F)(F)F)c3)CC2)C1 (centres undefined) | -4% | -0.2 | 13% | 0.4% | 5% | i | -2% | 0% | x
CCc1ccc(C2CC(c3ccco3)=NN2S(C)(=O)=O)cc1 (centres undefined) | -13% | 0.2 | u | 0.6% | 7% | i | -7% | -41% | 15%
O=C(Nc1ccc2c(c1)C(=O)N(C1CCCCC1)C2=O)C1CCCO1 (centres undefined) | -11% | -0.5 | -7% | 3.0% | -2% | u | -2% | -21% | -22%
COCCN1CCN(Cc2cn(C)nc2-c2cccc(Cl)c2)CC1 | -3% | 1.0 | -5% | -0.3% | -11% | i | -2% | 2% | -8%
COc1ccc(C(=O)c2c(N)c(-c3nc(-c4ccccc4)cs3)c3ccccn23)cc1 | x | x | 8% | 3.8% | 4% | i | 8% | -17% | 6%
Cc1cccc(-c2ccc3ncnc(NCc4cccnc4)c3c2)c1 | 8% | 0.2 | -13% | 4.8% | 1% | i | u | -23% | -11%
Cc1cc(NCCCCCCCNc2cc(C)nc3cc([N+](=O)[O-])ccc23)c2ccc([N+](=O)[O-])cc2n1 | 20% | -7.7 | u | -1.9% | -4% | 21µM* | 8.9µM* | -117% | u
C=CCOc1ccccc1CN1CCC(CO)(CCOc2ccccc2)CC1 | 0% | -1.5 | 24% | -0.1% | -4% | u | -18% | -41% | -18%[2.22 µM]
OC(COc1c(Cl)cc(Cl)cc1Cl)CN1CCCCC1 (centres undefined) | 9% | -1.5 | 1% | -0.8% | -8% | i | 7% | -17% | -31%
CCC(Oc1ccc(F)cc1)C(=O)Nc1cc(-c2ccc(C)cc2)no1 (centres undefined) | x | x | -24% | 6.9% | 4% | i | u | -9% | -8%
CCOC(=O)CC1CCCCN1C(=O)CCCn1nnnc1CN1CCC(C)CC1 (centres undefined) | 9% | -3.1 | 1% | -0.4% | 2% | i | u | 1% | 3%
Cc1ccc(-c2cn3c(n2)sc2cc(C(=O)NCCC4=CCCCC4)ccc23)c(C)c1 | x | x | -11% | 1.0% | 10% | i | 0% | -14% | 27%
O=C(NC(=S)Nc1ccc(CN2CCOCC2)cc1)c1cccc([N+](=O)[O-])c1 | 3% | -1.8 | 21% | 0.0% | 4% | i | 0% | 15% | -11%
CC(C)(C)OCC1CO1 (centres undefined) | 2% | -0.3 | 6% | -1.0% | 1% | i | 35% | 12% | 11%
Cc1cc(C)cc(N2C(=O)N(Cc3cccc(F)c3)c3ccccc3S2(=O)=O)c1 | x | x | x | 0.4% | 2% | i | u | 3% | -7%
COc1ccccc1OCc1ccc(C(=O)N2N=C(C(F)F)CC2(O)C(F)F)o1 (centres undefined) | -14% | 0.1 | -22% | 0.0% | 0% | i | 8% | 0% | 14%
COc1cccc(NC(=O)CC(=O)c2ccc([N+](=O)[O-])cc2)c1 | 6% | -0.1 | -28% | 7.6% | 1% | i | u | -12% | x
O=C1c2ccccc2S(=O)(=O)c2cc(N3CCC(C(=O)N4CCCCC4)CC3)ccc21 | 25µM* | -0.4 | 11% | 5.9% | 15% | x | u | -25% | -1%
CCOC(=O)c1ccc(CN(Cc2ccc(Br)cc2)S(=O)(=O)c2cccc(Cl)c2C)cc1 | x | x | x | -0.4% | -2% | i | -2% | -17% | -10%
COC(=O)C1CC2=C(CC(C)(C)CC2=O)N(c2ccccc2)C1=O (centres undefined) | 5% | 0.7 | -23% | 0.0% | 1% | i | -4% | -25% | -3%
O=C(O)C1CCCCC1C(=O)OCCCCOC(=O)C1CCCCC1C(=O)O (centres undefined) | -3% | -1.4 | 6% | 0.5% | x | i | -15% | 6% | 9%
Cc1cnc(NC(=O)CSc2ncn(-c3ccccc3)n2)s1 | -6% | -0.2 | 5% | 0.2% | 0% | i | -2% | -23% | 0%
O=C1CC[C@@]23CCCN2C(=O)CCCC3C1 (some centres undefined) | 3% | -0.3 | 0% | -0.3% | 0% | i | -5% | -16% | 8%
Cc1ccc(CNC(=O)C(=O)NCCC2CCCCN2S(=O)(=O)c2cccs2)cc1 (centres undefined) | -9% | -0.7 | u | 2.4% | 5% | i | -14% | -9% | -7%
Cc1cc(NC(=O)CCCC(=O)N(CC(=O)NC2CCCCC2)c2ccccc2)no1 | 1% | 2.3 | -17% | 0.6% | -1% | i | 21% | 3% | 2%
CCN1CCN(c2ccc(NC(=O)c3ccc4c(c3)[nH]c(=O)n4Cc3ccc(OC)cc3)cc2)CC1 | 3% | -0.5 | u | 4.9% | u | u | u | -45% | -13%
NC(=O)CC(NC(=O)Cc1ccc(Cl)cc1)c1ccc(NC2CC3CCC2C3)c([N+](=O)[O-])c1 (centres undefined) | 3% | -2.3 | u | 0.3% | u | i | -9% | -8% | u
O=C(Nc1nc2ccccc2n1CCN1CCCCC1)c1ccco1 | -2% | 0.3 | u | u | 13% | i | u | 11% | 2%
COC(C[C@H]1O[C@H]1[C@H](O)[C@H](C)OCc1ccccc1)OC | -3% | -0.2 | 15% | 0.3% | 1% | i | 11% | 1% | 1%

A draw from above in order of molar mass, falling.
SMILES | EPAC2 ag | IL-2 act | Nrf2 inh | Nrf2 ARE act | A549 viability | ATXN viability | TGFb SMAD3 inh | HepG2 tox | ATXN2 expr inh
CCOC(=O)c1ccc(CN(Cc2ccc(Br)cc2)S(=O)(=O)c2cccc(Cl)c2C)cc1 | x | x | x | -0.4% | -2% | i | -2% | -17% | -10%
Cc1cc(Br)ccc1NC(=O)c1cn(C2CCCC2)c(=O)c2c1c1ccccc1n2C | x | x | u | -0.4% | 0% | x | u | -2% | x
NC(=O)CC(NC(=O)Cc1ccc(Cl)cc1)c1ccc(NC2CC3CCC2C3)c([N+](=O)[O-])c1 (centres undefined) | 3% | -2.3 | u | 0.3% | u | i | -9% | -8% | u
Cc1ccc(CNC(=O)C(=O)NCCC2CCCCN2S(=O)(=O)c2cccs2)cc1 (centres undefined) | -9% | -0.7 | u | 2.4% | 5% | i | -14% | -9% | -7%
CCC(Oc1ccc(F)cc1)C(=O)Nc1cc(-c2ccc(C)cc2)no1 (centres undefined) | x | x | -24% | 6.9% | 4% | i | u | -9% | -8%
Cc1cccc(-c2ccc3ncnc(NCc4cccnc4)c3c2)c1 | 8% | 0.2 | -13% | 4.8% | 1% | i | u | -23% | -11%
CCc1ccc(C2CC(c3ccco3)=NN2S(C)(=O)=O)cc1 (centres undefined) | -13% | 0.2 | u | 0.6% | 7% | i | -7% | -41% | 15%
Cc1cccc(C(=O)NCCNC(=O)c2ccco2)c1 | 12% | -0.5 | -12% | 4.1% | 6% | i | 7% | -13% | 3%
